ANO1 block – blocks the mouse calcium-activated chloride channel TMEM16A; Q8BHY3; HEK293 TMEM16A/YFP iodide influx fluorescence, ionomycin; normalized B-score (activity score, 25-100; higher = stronger inhibition) at 10 µM; 310,000 tested, 1.2% active; AID 588511;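 active = ratio plate-corrected score three or more library SD toward inhibition, starting fluorescence score within five deviations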;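 note: score derived from kinetic fluorescence span divided by baseline fluorescence per well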
TRPC4 act – activators of mouse TRPC4 channel | Q9QUQ5 | HEK293 TRPC4beta/mu-opioid, Fluo4 calcium fluorescence; active compounds read high | B-score at 10 µM | 310,000 tested, 0.49% active;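 active = B-score above 5 SD of library B-scores, and initial fluorescence ratio not above library mean plus 5 SD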;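 note: positive B-score marks a calcium rise read as TRPC4 activation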
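Technique: kinetic Fluo4 calcium fluorescence; Test system: TRPC4beta and mu-opioid receptor HEK293 stable cells; Measure: B-scored integrated calcium fluorescence ratio; Benchmarks: low control buffer alone, high control maximal DAMGO; Schedule: 45 min room-temperature Fluo4 loading, 110 s read.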
MrgX1 PAM – human MrgX1 positive allosteric modulation, primary screen; AID 588675; MrgX1-HEK293, Fluo-4 calcium flux, FDSS; active compounds read high; B-score at 10 µM; 310,000 tested, 0.63% active; Q96LB2;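 active = plate-corrected calcium response at least 3 library SD above typical, normal starting fluorescence, not activating the receptor alone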;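 note: compound read alongside a low EC10 to EC30 dose of BAM8-22 agonist; peak minus trough fluorescence over baseline measured at the second addition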
Target sequence (Q96LB2 whole entry, looked up): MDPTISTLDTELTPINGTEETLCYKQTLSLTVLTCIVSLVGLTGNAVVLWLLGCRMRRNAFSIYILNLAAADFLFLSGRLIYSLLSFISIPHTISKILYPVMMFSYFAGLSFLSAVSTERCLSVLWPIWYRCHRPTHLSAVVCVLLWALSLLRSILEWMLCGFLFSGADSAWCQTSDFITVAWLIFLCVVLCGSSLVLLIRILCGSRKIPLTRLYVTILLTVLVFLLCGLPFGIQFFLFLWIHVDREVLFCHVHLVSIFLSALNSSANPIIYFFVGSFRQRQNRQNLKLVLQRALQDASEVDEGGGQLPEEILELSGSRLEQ
MrgX1 agonist – activates human MrgX1 receptor signaling; Q96LB2; MrgX1-HEK293 cells, Fluo-4 calcium fluorescence, agonist mode; active compounds read high; B-score at 10 µM; 310,000 tested, 0.44% active; AID 588627;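 active = calcium response B-score plate-corrected fluorescence ratio at least 3 library SD, with starting fluorescence B-score inside 5 SD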
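Material – MrgX1-expressing HEK293 cells · Input – 15,000 cells seeded per well · Dosing – compound as first of three additions · Times – overnight seeding, then 1 h dark dye loading · Measured by – kinetic Fluo-4 NW fluorescence of intracellular calcium · Read-out – B-scored fluorescence response ratio · Benchmarks – positive and negative control wells on each plate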
TMEM16A act – activates or potentiates the mouse TMEM16A chloride channel | HEK293 TMEM16A/YFP-H148Q/I152L, iodide quench fluorescence; active compounds read low | B-score at 10 µM | 340,000 tested, 0.3% active | AID 623877;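 active = fluorescence-ratio B-score plate-corrected deviation score at least 3 library SD below zero, with starting fluorescence score within 5 deviations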;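 note: channel opened by trigger with iodide after compound preincubation; score built on the fluorescence ratio of max minus min over baseline; more negative score means more quench and so TMEM16A activation or potentiation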
TRPC4 PAM – TRPC4 (mouse) allosteric potentiation. HEK293 TRPC4beta/mu-opioid, DAMGO EC20, Fluo-4 Ca2+ flux; active compounds read high. B-score at 10 µM. 310,000 tested, 0.42% active. AID 2227;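 active = B-score of calcium response area above 5 SD of library B-scores, with initial fluorescence ratio within 5 SD of library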;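 note: B-score of integrated fluorescence ratio over time as area under calcium response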
TRPC6 act – activates the mouse TRPC6 cation channel | HEK293-TRPC6 membrane potential dye fluorescence; active compounds read high | B-score at 10 µM | 310,000 tested, 0.13% active;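 active = B-score of the integrated fluorescence ratio above library mean plus 3 SD, and starting fluorescence ratio within library mean plus 5 SD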;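 note: higher score means more depolarization so channel activation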
RGS4 inh – human RGS4 inhibition; HEK293 M3R/RGS4 inducible, Fluo-4 calcium flux; active compounds read high; triggered by carbachol at its EC20; AID 463165; 310,000 tested, 0.45% active; B-score at 10 µM;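 active = B-score, a plate-corrected calcium signal, over three deviations above library mean, with baseline fluorescence within five deviations of library mean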;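 note: RGS4 expression induced by doxycycline in cells with stable M3 receptor; B-score is computed from the integrated fluorescence ratio over baseline after carbachol; higher B-score means a larger calcium signal and so more RGS4 inhibition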
Target sequence (P49798 whole entry, looked up): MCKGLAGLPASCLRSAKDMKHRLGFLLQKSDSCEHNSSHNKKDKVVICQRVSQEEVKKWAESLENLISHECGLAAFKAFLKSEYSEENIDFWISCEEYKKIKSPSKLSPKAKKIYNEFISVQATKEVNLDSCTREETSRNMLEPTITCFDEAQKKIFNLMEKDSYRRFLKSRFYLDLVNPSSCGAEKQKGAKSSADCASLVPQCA
MrgX1 antag – antagonists of human MrgX1 receptor | 310,000 tested, 1.3% active | AID 588676 | MRGX1-HEK293 calcium flux, Fluo-4, BAM8-22 antagonism; active compounds read low | B-score at 10 µM;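 active = calcium-response B-score plate-corrected more than 3 library SD below zero, starting fluorescence within 5 deviations, no agonist response on first addition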;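 note: peak minus trough fluorescence over baseline after final BAM8-22 challenge near maximal dose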
TRPC6 inhibitor – blocks the mouse TRPC6 cation channel | B-score at 10 µM | HEK293-TRPC6, membrane potential dye, ACh-evoked depolarization; active compounds read low | Q61143 | 310,000 tested, 1.1% active;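 active = B-score under library mean minus 3 SD, initial fluorescence not abnormally high, positive integrated signal ratio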;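 note: B-score derived from integrated fluorescence ratio over the kinetic read; more negative B-score means stronger inhibition of depolarization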
TRPC4 block – inhibitors of mouse TRPC4 channel. HEK293 TRPC4beta/mu-opioid, DAMGO-evoked Fluo4 calcium flux; active compounds read low. B-score at 10 µM. 300,000 tested, 0.39% active. AID 2247;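 active = B-score over 3 SD under the library average, no early fluorescence shift, positive overall ratio signal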
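Assay system: HEK293 cells with stable TRPC4beta plus mu-opioid receptor expression; Probe or stimulus: DAMGO in two steps, submaximal then maximal; Dosing: single-point compound dosing; Measured by: Fluo4 calcium-dye fluorescence, kinetic read; Read-out basis: B score from integrated Fluo4 fluorescence ratio.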
Active calls of the source: *; i = inactive; · = no result given.

SMILES	ANO1 block	TRPC4 act	MrgX1 PAM	MrgX1 agonist	TMEM16A act	TRPC4 PAM	TRPC6 act	RGS4 inh	MrgX1 antag	TRPC6 inhibitor	TRPC4 block
C[C@H]1CCC[C@]2(O[C@@H](CCO)C[C@@H](O)[C@@H]2O)O1	i	i	i	i	i	i	i	i	i	i	i
C=CCN(C(=O)CCC(=O)O)C1CC(=O)N(c2ccc(OC)cc2)C1=O (stereo not given)	i	i	i	i	i	i	i	i	i	i	i
COCCN1CCN(C(=O)c2ccc3nc(Cc4ccccc4F)oc3c2)CC1	i	i	i	i	i	i	i	i	i	i	i
CC(C)NC(=S)Nc1ccc2[nH]c(=O)[nH]c2c1	i	i	i	i	i	i	i	i	i	i	i
Cc1nn(CC(O)c2ccccc2)c(C)c1Br (stereo not given)	i	i	i	i	i	i	i	i	i	i	i
O=C1OCCC1Sc1nc2cc(Cl)ccc2n1Cc1ccccc1 (stereo not given)	i	i	i	i	i	i	i	i	i	i	i
CN(C)c1ccc(NC(=O)Nc2ccc3c(c2)nnn3C)cc1	i	i	i	i	i	i	i	i	i	i	i
Cc1cc(C)c(NC(=O)CNC(=O)c2cc([N+](=O)[O-])ccc2N2CCOCC2)c(C)c1	i	i	i	i	i	i	i	i	i	i	i
CC1=Nc2nc(N3CCCCC3)c(C#N)c3c4c(nc(c23)N1)N(c1ccc(C(C)C)cc1)C(=O)C4	i	i	i	i	i	i	i	i	i	i	i
Cc1ccc(N/N=C/c2cccnc2)cc1	i	i	i	i	i	i	i	i	i	i	i
COc1ccccc1N(C)S(=O)(=O)c1ccc(Cl)c(C(=O)Nc2cccc(C)n2)c1	i	i	i	i	i	i	i	i	i	i	i
CCOC(=O)CNC(=O)C1(c2ccccc2)CCCC1	i	i	i	i	i	i	i	i	i	i	i
Cc1cc(C)c(S(=O)(=O)Nc2cc(SCC(=O)O)c(O)c3ccccc23)cc1C	i	i	i	i	·	i	i	i	i	i	i
c1ccc(CCCNc2ncnc3nc[nH]c23)cc1	i	i	i	i	i	i	i	i	i	i	i
COc1ccccc1NC(=S)Nc1ccccc1F	i	i	i	i	i	i	i	i	i	i	i
NC(=O)c1c(NC(=S)Nc2ccccc2)sc2c1CCCC2	i	i	i	i	i	i	i	i	i	i	i
Cc1ccc(N/N=C/c2ccc3c(c2)OCCO3)cc1Cl	i	i	i	i	i	i	i	i	i	i	i
COc1ccc(NC(=O)C2CCN(S(=O)(=O)c3cn(C)nc3C)CC2)cc1	i	i	i	i	i	i	i	i	i	i	i
COC(=O)c1ccc(C(=O)OC)c(NC(=O)CCC(=O)O)c1	i	i	i	i	i	i	i	i	i	i	i
CNC(=S)N1CCC(NC(=O)c2ccco2)CC1	i	i	i	i	·	i	i	i	i	i	i
COc1cccc(-c2cc(C(=O)NCCCn3ccnc3)no2)c1	i	i	i	i	i	i	i	i	i	i	i
CC1CC(C)(C)NC(=S)N1CC(=O)N(C)Cc1ccccc1 (stereo not given)	i	i	i	i	i	i	i	i	i	i	i
O=[N+]([O-])c1ccc(CN2CCN(c3ccccc3)CC2)o1	i	i	i	i	i	i	i	i	i	i	i
Cc1ccc(C2=Nc3ccccc3SC(c3cccc([N+](=O)[O-])c3)C2)cc1 (stereo not given)	i	i	i	i	i	i	i	i	i	i	i
Cc1c2cc(O)c(=O)cc-2oc2cc(O)c(O)cc12	i	i	i	i	i	i	i	i	i	i	i
c1ccc2[nH]c(C3CC3)nc2c1	i	i	i	i	i	i	i	i	i	i	i
O=C(CS(=O)c1cccc(C(F)(F)F)c1)Nc1ccccc1Cl (stereo not given)	i	i	i	i	i	i	i	i	i	i	i
O=C(c1sc2cc(F)ccc2c1Cl)N1CCN(c2cccc(Cl)c2)CC1	i	i	i	i	i	i	i	i	i	i	i
O=C(NCC(c1ccco1)N1CCOCC1)c1c(F)cccc1F (stereo not given)	i	i	i	i	i	i	i	i	i	i	i
O=C(Nc1ccccc1Cl)NC1(C(=O)NCc2cccnc2)CCCCC1	i	i	i	i	i	i	i	i	i	i	i
COc1ccc2c(=O)cc(-c3ccccc3)n(C)c2c1	i	·	i	i	i	·	·	·	i	·	·
CCC(C)(C)n1nnnc1C(c1cccs1)N1CCN(c2nc3ccccc3s2)CC1 (stereo not given)	i	i	i	i	i	i	i	i	i	i	i
Cc1ccc(-n2nnc3c(=O)n(CC(=O)NCc4ccccc4)cnc32)cc1	i	i	i	i	i	i	i	i	i	i	i
CCC(=O)Nc1ccc(C(=O)OCc2ccccc2Cl)cc1	i	i	i	i	i	i	i	i	i	i	i
O=C1CC(c2ccc3c(c2)OCCO3)Oc2ccccc21 (stereo not given)	i	i	i	i	i	i	i	i	i	i	i
CC1CCCCC1NC(=O)/C(C#N)=C/c1ccccc1F (stereo not given)	i	i	i	i	i	i	i	i	i	i	i
Cc1cccnc1NC1CCCCC1	i	i	i	i	i	i	i	i	i	i	i
COc1cccc2c1CCc1c-2nc2ccccc2c1C(=O)O	i	i	i	i	i	i	i	i	i	i	i
CCN1CCN(c2nc(Nc3cccc(OC)c3)nc(N)c2[N+](=O)[O-])CC1	i	i	i	i	i	i	i	i	i	i	i
O/N=C1\CCCC\C1=C/c1ccccc1	i	i	i	i	i	i	i	i	i	i	i
Cc1[nH]c2ccccc2c1C(=O)NS(=O)(=O)Nc1ccc(F)cc1	i	i	i	i	i	i	i	i	i	i	i
Cc1nn(CCC#N)c2nc(C(F)(F)F)[nH]c(=O)c12	i	i	i	i	i	i	i	i	i	i	i
O=C(Nc1cccc(F)c1)c1cccc2c1C(=O)N(C1CCCCC1)C2	i	i	i	i	i	i	i	i	i	i	i
Cc1nc2c3ccccc3nc(NNC(=O)CCC(=O)NCCN3CCN(c4ccccc4)CC3)n2n1	i	i	i	i	i	i	i	i	i	i	i
CC(C)NC(=O)NC(=O)CSc1nnc(COc2ccccc2F)n1C(C)C1CC2CCC1C2 (stereo not given)	i	i	i	i	i	i	i	i	i	i	i
O=C1C(Cl)=C(NC2CCCCC2)C(=O)N1c1ccc(Cl)cc1	i	i	14.7*	i	i	i	i	i	i	i	i
Fc1ccc(Br)cc1C1C=C(c2cccnc2)Nc2ncnn21 (stereo not given)	i	i	i	i	i	i	i	i	i	i	i
O=C(CN1CCc2[nH]c3ccccc3c2C1)N1CCCCC1	i	i	i	i	i	i	i	i	i	i	i
CCc1nnc(NC(=O)C2CCCO2)s1 (stereo not given)	i	i	i	i	i	i	i	i	i	i	i
O=C(OCC(=O)N1CCN(c2ccccc2)CC1)c1ncc(Cl)c(Cl)c1Cl	i	i	i	i	i	i	i	i	i	i	i
C/C(=N\Nc1nccnc1Cl)c1ccc(Br)cc1	i	i	i	i	i	i	i	i	i	i	i
COc1cc(/C=N/N(C)C)ccc1OC(=O)c1cccs1	i	i	i	i	i	i	i	i	i	i	i
O=S(=O)(c1cccc(-c2csc(N/N=C/c3ccco3)n2)c1)N1CCOCC1	i	i	i	i	i	i	i	i	i	i	i
Cc1ccc(-n2nnnc2CSc2nnc(-c3ccc(O)cc3)o2)cc1	i	i	i	i	i	i	i	i	i	i	i
CCOC(=O)c1c(C)[nH]c(C(=O)OCC(=O)NC2(C#N)CCCCC2)c1C	i	i	i	i	i	i	i	i	i	i	i
Cc1nc2ccccc2n1C(C)c1ccccc1 (stereo not given)	i	i	i	i	i	i	i	i	i	i	i
C=CCOc1ccc(/C=C2\SC(=S)N(CCC(=O)O)C2=O)cc1	i	i	i	i	i	i	i	i	i	i	i
COCc1c(C(C)C)nc(C(C)C)c(/C=C/[C@@H](O)C[C@@H](O)CC(=O)O)c1-c1ccc(F)cc1	i	i	i	i	·	i	i	i	i	i	i
COCCNC(=O)CCc1nc(-c2ccccc2)no1	i	i	i	i	i	i	i	i	i	i	i
O=C(COc1ccc(Br)cc1CNC1CCCC1)Nc1ccccc1	i	62*	i	i	i	i	i	i	i	i	i

Brought forward from above: two entries, followed by the next part.
SMILES	ANO1 block	TRPC4 act	MrgX1 PAM	MrgX1 agonist	TMEM16A act	TRPC4 PAM	TRPC6 act	RGS4 inh	MrgX1 antag	TRPC6 inhibitor	TRPC4 block
COCCNC(=O)CCc1nc(-c2ccccc2)no1	i	i	i	i	i	i	i	i	i	i	i
O=C(COc1ccc(Br)cc1CNC1CCCC1)Nc1ccccc1	i	62*	i	i	i	i	i	i	i	i	i
C=CCNc1nc(=S)[nH]c2cc(OC)c(OC)cc12	i	i	i	i	i	i	i	i	i	i	i
CC(C)n1nnnc1SCC(=O)NCc1cccs1	i	i	i	i	i	i	i	i	i	i	i
CCCc1ccc(OCc2nc(-c3ccc(NC(=O)c4ccco4)cc3)no2)cc1	i	i	i	i	i	i	i	i	i	i	i
c1ccc(Cn2nnc3ccccc32)cc1	i	i	i	i	i	i	i	i	i	i	i
Cc1cc(/C=C2\SC(=S)N(C)C2=O)c(C)n1-c1ccc(O)cc1	i	i	i	i	i	i	i	i	-11.3*	i	i
O=C(NCc1ccccn1)C1CCN(Cc2cccc(OCc3ccccc3)c2)CC1	i	i	i	i	i	i	i	i	i	i	i
CCN(CC)S(=O)(=O)c1ccc2nc(SC)sc2c1	i	i	12.8*	i	i	i	i	i	i	i	i
Cc1cccc(NC(=O)c2ccc(S(=O)(=O)N3CCCCC3)cc2)n1	i	i	i	i	i	i	i	i	i	i	i
COc1ccccc1N(CC(=O)Nc1cccc(C(F)(F)F)c1)S(C)(=O)=O	i	i	i	i	i	i	i	i	i	i	i
CCOC(=O)c1ccc(-n2c(=O)[nH]c3ccccc3c2=O)cc1	i	i	i	i	i	i	i	i	i	i	i
c1ccc(CCc2nn3c(C4COc5ccccc5O4)nnc3s2)cc1 (stereo not given)	i	i	i	i	i	i	i	i	i	i	i
NS(=O)(=O)c1ccc(CCNC(=O)c2ccc(Cn3c(=O)[nH]c4ccccc4c3=O)cc2)cc1	i	i	i	i	i	i	i	i	i	i	i

Source: PubChem BioAssay (Johns Hopkins Ion Channel Center)

Rows were taken by chance; overall some 5.8% were active at least once.
